Source: PubChem BioAssay
Polio RdRp inh: poliovirus RNA polymerase inhibition; poliovirus polymerase elongation, fluorescence polarization; active compounds read low; 150,000 tested, 0.66% active; % elongation, % (compound at 16.7 µg/mL); P03300; AID 588519; in the data active = % elongation below about 90%; also: some results filed as inactive read as strong as hits
Target sequence (P03300 1749-2209 limits assumed): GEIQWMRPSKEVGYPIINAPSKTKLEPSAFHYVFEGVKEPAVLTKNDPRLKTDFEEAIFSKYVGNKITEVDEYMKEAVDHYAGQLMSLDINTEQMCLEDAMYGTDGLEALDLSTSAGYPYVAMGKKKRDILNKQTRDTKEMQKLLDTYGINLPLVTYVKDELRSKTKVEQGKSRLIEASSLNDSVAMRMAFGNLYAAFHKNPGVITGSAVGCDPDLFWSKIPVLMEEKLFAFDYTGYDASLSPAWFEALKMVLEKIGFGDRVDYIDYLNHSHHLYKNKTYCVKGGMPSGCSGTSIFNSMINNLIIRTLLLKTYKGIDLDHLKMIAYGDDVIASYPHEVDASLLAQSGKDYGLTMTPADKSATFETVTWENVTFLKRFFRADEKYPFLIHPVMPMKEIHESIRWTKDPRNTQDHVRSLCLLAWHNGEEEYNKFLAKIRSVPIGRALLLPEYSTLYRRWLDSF
Polio RdRp inh FP z-score: second read-out of Polio RdRp inh, no call of its own (marks repeat the call); z-score; measured here: FP z-score; hits read low
* marks the source's active call; other numbers are inactive results. Some of the compounds tested. The share of hits here may be higher or lower than overall.

mol: Cc1ccc(-c2nnc(-c3cc(C(=O)NN)c(C)nc3C)o2)cc1
  Polio RdRp inh: 104; Polio RdRp inh FP z-score: 0.5

mol: O=C(COC(=O)c1cccc(C(F)(F)F)c1)NCc1ccccc1
  Polio RdRp inh: 101; Polio RdRp inh FP z-score: 0

mol: CCOc1ccc2[nH]c(=O)c(Cc3ccccc3)c(O)c2c1
  Polio RdRp inh: 107; Polio RdRp inh FP z-score: 0.6

mol: CC(C)Cc1nc2cccnc2n1C1CCNCC1
  Polio RdRp inh: 104; Polio RdRp inh FP z-score: -0.6

mol: CS(=O)(=O)Nc1ccc2oc3ncccc3c(=O)c2c1
  Polio RdRp inh: 99; Polio RdRp inh FP z-score: -1

mol: Cc1cccc(N(C)C(=O)CN2C(=O)COc3ccc(S(=O)(=O)N4CCCCCC4)cc32)c1
  Polio RdRp inh: 116; Polio RdRp inh FP z-score: 0.1

mol: Cc1ccc(-c2nc(Nc3cccc(C(F)(F)F)c3)sc2CC(=O)O)cc1
  Polio RdRp inh: 103; Polio RdRp inh FP z-score: 0.3

mol: CCC(CC)NC(=O)CSc1nc(C)c(C)n1CC(C)C
  Polio RdRp inh: 104; Polio RdRp inh FP z-score: 0.5

mol: O=C(NN1CC(=O)N(c2ccccc2-c2ccccc2)C1=O)c1ccncc1
  Polio RdRp inh: 100; Polio RdRp inh FP z-score: -0.5

mol: Nc1nc2nc(-c3cccs3)cc(C(F)(F)F)c2s1
  Polio RdRp inh: 105; Polio RdRp inh FP z-score: -0.8

Molecules listed so far containing a carbonyl joined to an NH by a bond outside any ring, in the order listed:
mol: Cc1ccc(-c2nnc(-c3cc(C(=O)NN)c(C)nc3C)o2)cc1
  Polio RdRp inh: 104; Polio RdRp inh FP z-score: 0.5

mol: O=C(COC(=O)c1cccc(C(F)(F)F)c1)NCc1ccccc1
  Polio RdRp inh: 101; Polio RdRp inh FP z-score: 0

mol: CCC(CC)NC(=O)CSc1nc(C)c(C)n1CC(C)C
  Polio RdRp inh: 104; Polio RdRp inh FP z-score: 0.5

mol: O=C(NN1CC(=O)N(c2ccccc2-c2ccccc2)C1=O)c1ccncc1
  Polio RdRp inh: 100; Polio RdRp inh FP z-score: -0.5

Other entries.
mol: COC(=O)c1scc2c(SCc3ccccc3)cc(C(F)(F)F)nc12
  Polio RdRp inh: 103; Polio RdRp inh FP z-score: -0.1

mol: COc1ccc(CCNC(=O)C2CCN(S(=O)(=O)N3CCCCC3)CC2)cc1OC
  Polio RdRp inh: 104; Polio RdRp inh FP z-score: 1.1

mol: Cc1ccc(S(=O)(=O)NC(C(=O)O)C(C)C)cc1C (configuration not stated)
  Polio RdRp inh: 102; Polio RdRp inh FP z-score: -0.1

mol: CNC(=O)/C(C#N)=C\c1ccc(Sc2ccccc2)o1
  Polio RdRp inh: 100; Polio RdRp inh FP z-score: -0.1

mol: Cc1oc2c(F)c(F)c(F)c(F)c2c1-c1noc(C(C)(C)C)n1
  Polio RdRp inh: 105; Polio RdRp inh FP z-score: 0.3

mol: CC1=C(C(=O)OC2CCCCCCC2)C(c2ccc(Cl)c(Cl)c2)NC(=O)N1 (configuration not stated)
  Polio RdRp inh: 107; Polio RdRp inh FP z-score: 0.4

mol: C=C1C(C(=O)Nc2ccc(N(C)C)cc2)C1C(=O)Nc1ccc(N(C)C)cc1 (configuration not stated)
  Polio RdRp inh: 103; Polio RdRp inh FP z-score: 1.2

mol: CCCCN(CCCC)CCNC(=O)c1cn(C)c2ccc(S(=O)(=O)N3CCOCC3)cc2c1=O
  Polio RdRp inh: 101; Polio RdRp inh FP z-score: -0.7

mol: CSc1nc(-c2ccccc2)nc2c1Cc1c(CO)cnc(C)c1O2
  Polio RdRp inh: 104; Polio RdRp inh FP z-score: 0.6

mol: Cc1ccc(CNC(=O)c2ccc(Nc3nc4ccccc4n4nnnc34)cc2)cc1
  Polio RdRp inh: 105; Polio RdRp inh FP z-score: 0.1

Already shown: an excerpt of the list.
mol: CC1=C(C(=O)OC2CCCCCCC2)C(c2ccc(Cl)c(Cl)c2)NC(=O)N1 (configuration not stated)
  Polio RdRp inh: 107; Polio RdRp inh FP z-score: 0.4

mol: C=C1C(C(=O)Nc2ccc(N(C)C)cc2)C1C(=O)Nc1ccc(N(C)C)cc1 (configuration not stated)
  Polio RdRp inh: 103; Polio RdRp inh FP z-score: 1.2

mol: CCCCN(CCCC)CCNC(=O)c1cn(C)c2ccc(S(=O)(=O)N3CCOCC3)cc2c1=O
  Polio RdRp inh: 101; Polio RdRp inh FP z-score: -0.7

mol: CSc1nc(-c2ccccc2)nc2c1Cc1c(CO)cnc(C)c1O2
  Polio RdRp inh: 104; Polio RdRp inh FP z-score: 0.6

mol: Cc1ccc(CNC(=O)c2ccc(Nc3nc4ccccc4n4nnnc34)cc2)cc1
  Polio RdRp inh: 105; Polio RdRp inh FP z-score: 0.1

Next part:
mol: CCc1ccc(NCc2cc3cc(OC)c(OC)cc3n(CC(=O)Nc3cc(C)ccc3C)c2=O)cc1
  Polio RdRp inh: 108; Polio RdRp inh FP z-score: 0.5

mol: COCCn1c(SCC(=O)N2CCNC2=O)nc2ccccc21
  Polio RdRp inh: 102; Polio RdRp inh FP z-score: -0.1

mol: COc1cc2c(cc1OC)C(C)N(CCC(N)=O)CC2 (configuration not stated)
  Polio RdRp inh: 102; Polio RdRp inh FP z-score: 0.2

mol: Cc1ccccc1-c1nc(CN2C(=O)CN=C(c3ccccc3)c3ccccc32)c(C)o1
  Polio RdRp inh: 108; Polio RdRp inh FP z-score: 1

mol: CC1CCN(c2cc3c(cc2F)c(=O)c(S(=O)(=O)c2cccc(Cl)c2)cn3Cc2ccccc2)CC1
  Polio RdRp inh: 105; Polio RdRp inh FP z-score: -0.5

mol: O=C(Nc1nc2c(F)cc(F)cc2s1)c1ccc(S(=O)(=O)N2CCc3ccccc32)cc1
  Polio RdRp inh: 98; Polio RdRp inh FP z-score: -2.2

mol: Cc1ccc2onc(CC(=O)N3CCN(c4cccc(Cl)c4)CC3)c2c1
  Polio RdRp inh: 104; Polio RdRp inh FP z-score: -0.5

mol: COC(=O)CSC(C)c1nc2ccccc2c(=O)[nH]1 (configuration not stated)
  Polio RdRp inh: 108; Polio RdRp inh FP z-score: 0.8

mol: CC1CC(=O)N(CC(=O)NCc2ccc(F)cc2)c2ccccc2S1(=O)=O (configuration not stated)
  Polio RdRp inh: 101; Polio RdRp inh FP z-score: 0.2

mol: Cc1cc(C)c(NC(=O)CCn2nnc3ccccc32)c(C)c1
  Polio RdRp inh: 105; Polio RdRp inh FP z-score: 1.3

mol: Cc1cccc(OCC(=O)Nc2ccccc2C(=O)OCc2cc(=O)n3nc(C)sc3n2)c1
  Polio RdRp inh: 105; Polio RdRp inh FP z-score: -0.3

mol: CC(C)c1ccc(-c2noc(C3CCCN(S(C)(=O)=O)C3)n2)cc1 (configuration not stated)
  Polio RdRp inh: 102; Polio RdRp inh FP z-score: 0.1

mol: O=C1Cn2c(nc3ccccc3c2=O)CN1Cc1ccc2c(c1)OCO2
  Polio RdRp inh: 102; Polio RdRp inh FP z-score: 0

mol: Cc1cc2c(=O)oc(-c3cccc4ccccc34)nc2s1
  Polio RdRp inh: 101; Polio RdRp inh FP z-score: -0.1

mol: CC(C)CSCC1OC(n2cnc3c(N)ncnc32)C(O)C1O (configuration not stated)
  Polio RdRp inh: 107; Polio RdRp inh FP z-score: 0.6

mol: CCCCN(CC)CCNC(=O)Cn1cnc2sc(C)c(S(=O)(=O)N3CCN(c4ccccc4OC)CC3)c2c1=O
  Polio RdRp inh: 106; Polio RdRp inh FP z-score: 0.3

mol: CCC(N)C12CC3CC(CC(C3)C1)C2 (configuration not stated)
  Polio RdRp inh: 86*; Polio RdRp inh FP z-score: -1.5*

mol: COc1ccc(NC(C)=O)cc1NC(=O)C1(c2cccs2)CCOCC1
  Polio RdRp inh: 105; Polio RdRp inh FP z-score: -0.4

mol: O=C(CNC(=O)c1ccccc1)Nc1ccccc1
  Polio RdRp inh: 100; Polio RdRp inh FP z-score: -0.6

mol: Cc1ccccc1CNC(=O)CCSCc1cnn(-c2ccccc2)c1-n1cccc1
  Polio RdRp inh: 110; Polio RdRp inh FP z-score: 0.6

Single records, as listed above.
O=C(CNC(=O)c1ccccc1)Nc1ccccc1 in the list: Polio RdRp inh: 100; Polio RdRp inh FP z-score: -0.6
CCC(N)C12CC3CC(CC(C3)C1)C2 (configuration not stated) in the list: Polio RdRp inh: 86*; Polio RdRp inh FP z-score: -1.5*
O=C1Cn2c(nc3ccccc3c2=O)CN1Cc1ccc2c(c1)OCO2 in the list: Polio RdRp inh: 102; Polio RdRp inh FP z-score: 0

The results go on.
mol: O=C(Nc1ccccc1C(=O)Nc1ccc2c(c1)OCCO2)c1ccco1
  Polio RdRp inh: 104; Polio RdRp inh FP z-score: 0.8

mol: O=C(COC(=O)c1ccc(-n2cnnn2)cc1)Nc1cc(-c2ccccc2)nn1-c1ccccc1
  Polio RdRp inh: 102; Polio RdRp inh FP z-score: -0.1

mol: COc1ccc2c(c1)C(=O)N(c1ccccc1OC)C(=O)C2(Cc1c(C)noc1C)Cc1c(C)noc1C
  Polio RdRp inh: 100; Polio RdRp inh FP z-score: -0.4

mol: c1nc2n(n1)C1=C(CCCC1)C1(CCCCC1)N2
  Polio RdRp inh: 100; Polio RdRp inh FP z-score: -0.4

mol: CC(=O)N1c2ccc(S(=O)(=O)N(C)C3CCCCC3)cc2CC1C (configuration not stated)
  Polio RdRp inh: 103; Polio RdRp inh FP z-score: 0.6

mol: Nn1c(SCC(=O)Nc2ccccc2)nnc1C1CCCCC1
  Polio RdRp inh: 105; Polio RdRp inh FP z-score: 0.2

mol: COc1ccc(S(=O)(=O)N(CC(N)=O)Cc2ccccc2)cc1OC
  Polio RdRp inh: 100; Polio RdRp inh FP z-score: 0

mol: N#Cc1c(N2CCN(C(=S)NCc3ccccc3)CC2)nc(-c2ccco2)c2c1CCCC2
  Polio RdRp inh: 102; Polio RdRp inh FP z-score: 0

mol: CCOC(=O)c1cc(S(=O)(=O)NC(CC)c2cccs2)cn1C (configuration not stated)
  Polio RdRp inh: 102; Polio RdRp inh FP z-score: 0

mol: Cn1cccc1C(=O)OCC(=O)c1ccc2c(c1)OCCO2
  Polio RdRp inh: 98; Polio RdRp inh FP z-score: -0.6

mol: CN(Cc1nc(-c2ccccc2)no1)C(=O)N1CCOCC1
  Polio RdRp inh: 102; Polio RdRp inh FP z-score: 0.3

mol: O=C(COc1ccccc1F)Nc1nnc(SCc2cc(=O)c3ccccc3[nH]2)s1
  Polio RdRp inh: 106; Polio RdRp inh FP z-score: 0.1

mol: COc1ccc(NC(=O)COC(=O)Cn2cnc3ccccc3c2=O)c(OC)c1
  Polio RdRp inh: 107; Polio RdRp inh FP z-score: 0.4

mol: O=C(Cn1c(=O)n(-c2ccc(Cl)cc2)c(=O)c2c3c(sc21)CCC3)c1ccccc1
  Polio RdRp inh: 106; Polio RdRp inh FP z-score: 0.2

mol: Cc1csc2nc(CN3CCCC3c3cccs3)cc(=O)n12 (configuration not stated)
  Polio RdRp inh: 102; Polio RdRp inh FP z-score: -0.1

mol: CC1(C)CC(=O)C2=C(C1)NC1=C(C(=O)CC(C)(C)C1)C2c1ccc2c(c1)OCO2
  Polio RdRp inh: 100; Polio RdRp inh FP z-score: -0.8

mol: Cc1ccc(N(CC(=O)Nc2cccc(Cl)c2)S(=O)(=O)c2cccs2)cc1
  Polio RdRp inh: 107; Polio RdRp inh FP z-score: 0

mol: CCCCNc1nc(-c2cccc(OC)c2)no1
  Polio RdRp inh: 101; Polio RdRp inh FP z-score: -0.1

mol: O=C1NN(c2ccccc2)C(=O)C2C3C=CC(C4CC34)C12 (configuration not stated)
  Polio RdRp inh: 102; Polio RdRp inh FP z-score: 0.1

mol: O=C(Cc1noc2ccccc12)Nc1ccc(Cl)cc1
  Polio RdRp inh: 101; Polio RdRp inh FP z-score: -0.3

mol: CCOC(=O)CSc1nc(-c2ccccc2)ns1
  Polio RdRp inh: 93; Polio RdRp inh FP z-score: -4

mol: CC(C)CN(CC(C)C)c1nnc(NC(=O)c2cc(-c3ccc(Br)cc3)on2)s1
  Polio RdRp inh: 103; Polio RdRp inh FP z-score: 0.4

mol: CCCn1c2ccccc2c2cnn(CC(=O)NCc3cc(OC)ccc3OC)c(=O)c21
  Polio RdRp inh: 101; Polio RdRp inh FP z-score: -1.1

mol: COc1ccc(-n2c(C)nc(=O)c(-c3ccccc3)c2C)cc1
  Polio RdRp inh: 104; Polio RdRp inh FP z-score: 0.8

mol: CCOc1ccc2nc(NC(=O)CS(=O)(=O)c3ccc(Cl)cc3)sc2c1
  Polio RdRp inh: 109; Polio RdRp inh FP z-score: 0.4

mol: COc1ccc(C(=O)Nc2ccc3c(c2)CCCN3C(=O)c2cccs2)c(OC)c1
  Polio RdRp inh: 105; Polio RdRp inh FP z-score: -0.1

Among those listed so far, these have an NH in an aromatic ring:
mol: CCOc1ccc2[nH]c(=O)c(Cc3ccccc3)c(O)c2c1
  Polio RdRp inh: 107; Polio RdRp inh FP z-score: 0.6

mol: COC(=O)CSC(C)c1nc2ccccc2c(=O)[nH]1 (configuration not stated)
  Polio RdRp inh: 108; Polio RdRp inh FP z-score: 0.8

mol: O=C(COc1ccccc1F)Nc1nnc(SCc2cc(=O)c3ccccc3[nH]2)s1
  Polio RdRp inh: 106; Polio RdRp inh FP z-score: 0.1
